# Screening data deposited in PubChem by several laboratories.
# MCL1 BIM primary – inhibitors of human MCL1 binding to BIM-BH3 peptide | inhibition, % at 10.9 µM | GST-MCL1 / FITC-Bim-BH3 fluorescence polarization | 0.68% of 320,000 active | Q07820;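 active means inhibition above the mean inhibition of all tested compounds plus 3 SD, set per campaign, cut at about 40% in these data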;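 further: 0% = DMSO wells and 100% = unlabeled Bim-BH3 peptide control; higher means more loss of mP so more displacement of Bim peptide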
# Bcl-xL primary – blocks human Bcl-xL binding to Bim BH3 peptide. GST-Bcl-xL / FITC-Bim BH3 peptide fluorescence polarization. inhibition, % at 10.9 µM. 0.7% of 320,000 active;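 active means inhibition above the mean of all tested compounds plus 3 SD, cutoff set per campaign, cut at about 30% in these data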;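 further: 0% = DMSO wells and 100% = unlabeled Bim-BH3 peptide competitor; inhibitors lower millipolarization by displacing the labeled peptide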
# GSTO1 counter – blocks human GSTO1 in RBBP9 counter-screen. 1.1% of 300,000 active. recombinant GSTO1, activity-based probe fluorescence polarization. inhibition, % at 5.96 µM. AID 1974;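 active means inhibition above the campaign mean inhibition plus 3 SD, cut at about 35% in these data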;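 further: 0% = GSTO1-1 with DMSO and 100% = wells lacking GSTO1-1 enzyme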
# Target sequence (P78417 whole entry, looked up): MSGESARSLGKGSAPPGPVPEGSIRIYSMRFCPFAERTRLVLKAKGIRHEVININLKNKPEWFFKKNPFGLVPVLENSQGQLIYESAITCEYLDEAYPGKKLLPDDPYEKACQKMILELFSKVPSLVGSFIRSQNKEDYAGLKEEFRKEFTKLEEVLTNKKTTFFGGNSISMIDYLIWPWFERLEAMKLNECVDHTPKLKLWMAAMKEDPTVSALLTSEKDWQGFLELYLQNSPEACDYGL
# GLD-1 RNA inh – GLD-1-TGE RNA interaction inhibition (C. elegans); purified GLD-1 + fluorescein TGE RNA, fluorescence polarization; inhibition, % at 5.96 µM; 0.44% of 320,000 active; AID 2280;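 active means percent inhibition above a per-plate cutoff, the plate mean of test compounds plus 3 SD, cut at about 30% in these data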;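 further: 0% = DMSO wells with GLD-1 and probe and 100% = wells lacking GLD-1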
# PAD4 FP inh – PAD4 (human) enzyme inhibition; Q9UM07; recombinant PAD4, RCA probe fluorescence polarization; inhibition, % at 6.36 µM; 0.41% of 330,000 active; AID 485272;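 active means percent inhibition above a cutoff equal to the mean of all tested compounds plus 3 SD, cut at about 15% in these data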;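 further: 0% = PAD4 with RCA probe and DMSO and 100% = probe without PAD4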
# Target sequence (Q9UM07 whole entry, looked up): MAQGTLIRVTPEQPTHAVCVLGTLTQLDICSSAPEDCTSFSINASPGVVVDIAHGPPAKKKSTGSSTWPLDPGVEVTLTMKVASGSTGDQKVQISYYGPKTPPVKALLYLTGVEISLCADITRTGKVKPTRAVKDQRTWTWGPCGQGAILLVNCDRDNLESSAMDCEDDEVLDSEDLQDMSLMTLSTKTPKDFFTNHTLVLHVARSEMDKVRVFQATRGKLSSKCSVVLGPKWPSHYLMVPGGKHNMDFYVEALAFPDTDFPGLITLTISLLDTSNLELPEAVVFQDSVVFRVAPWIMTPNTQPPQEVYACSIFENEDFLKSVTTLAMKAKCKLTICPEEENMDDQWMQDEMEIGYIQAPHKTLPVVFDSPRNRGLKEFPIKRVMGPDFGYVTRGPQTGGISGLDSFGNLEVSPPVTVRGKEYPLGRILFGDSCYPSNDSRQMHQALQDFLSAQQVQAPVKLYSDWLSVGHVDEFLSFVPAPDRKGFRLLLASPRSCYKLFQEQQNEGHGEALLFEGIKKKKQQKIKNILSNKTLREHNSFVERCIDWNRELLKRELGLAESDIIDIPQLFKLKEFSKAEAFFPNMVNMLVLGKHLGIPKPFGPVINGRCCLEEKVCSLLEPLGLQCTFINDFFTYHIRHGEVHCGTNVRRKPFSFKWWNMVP
# PME-1 primary – blocks human protein phosphatase methylesterase 1 | Q9Y570 | recombinant PME-1, FP-Rh probe fluorescence polarization | inhibition, % at 5.9 µM | 0.53% of 320,000 active;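 active means inhibition above the campaign mean of all compounds plus 3 SD, cut at about 26% in these data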;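 further: competitive labeling of PME-1 active site by serine hydrolase directed probe; 0% = PME-1 with DMSO and 100% = wells lacking PME-1 enzyme; inhibitors block probe labeling so polarization falls and inhibition rises; many of its hits are not listed in these tables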
# Fam108B inh – counter-screen for RBBP9 inhibitors: inhibitors of mouse Fam108B; 0.33% of 300,000 active; recombinant Fam108B, FP-Rh probe fluorescence polarization; AID 1947; inhibition, % at 9.51 µM;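 active means inhibition above the screen mean inhibition plus 3 SD, computed separately per campaign, cut at about 18% in these data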;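 further: inhibitors lower polarization as less probe binds the enzyme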
# TPT1 inh – blocks Candida albicans tRNA 2'-phosphotransferase; recombinant caTPT1, FP RNA substrate dephosphorylation; inhibition, % at 5 µM; 0.81% of 300,000 active;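 active means inhibition above the mean of all tested compounds plus 3 SD, set per screening campaign, cut at about 24% in these data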;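 further: plate controls were DMSO alone for no effect and ferristatin control at 100 nM for full effect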
# MEX-5 binding – C. elegans MEX-5 TCR-2 RNA binding activity | Q9XUB2 | AID 1832 | MEX-5/FITC-TCR2 RNA binding, fluorescence polarization; stronger effect = lower value | 0.38% of 300,000 active | activity score (negative = inhibition of binding), % at 10 µM;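 active means inhibition past about -25% in most replicates, and total fluorescence under double the plate's negative control median, limit read from the data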;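 further: 0% = DMSO and -100% = 5 µM competing unlabeled TCR2 RNA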
# * hit, by the source's call; . = not tested or not shown. Some of the compounds tested. The share of hits here may be higher or lower than overall.
Compound,MCL1 BIM primary,Bcl-xL primary,GSTO1 counter,GLD-1 RNA inh,PAD4 FP inh,PME-1 primary,Fam108B inh,TPT1 inh,MEX-5 binding
c1ccc(N2CCN(c3nnc(Cc4cccnc4)c4ccccc34)CC2)nc1,4,3,2,2,0,8,3,-1,1.2
O=C(Cc1ccc(Cl)cc1)Nc1cccc(-c2nnc(-c3ccco3)o2)c1,-3,-2,-5,-4,-1,4,-4,0,1.4
CN1CCN(c2ccccc2NC(=O)c2ccccc2F)CC1,-4,0,-3,-3,1,1,0,-8,0.3
O=C1Cn2c(nc3ccccc32)-c2ccccc2N1,2,2,-3,-10,1,-8,-5,-3,-3.4
CCCc1cc(=O)oc2cc(C)cc(OCC(=O)Nc3ccc(S(N)(=O)=O)cc3)c12,-3,0,-8,4,-2,-30,-16,0,2.1
CCN(C(=O)Cc1ccc(Br)cc1)C1CCCCC1,2,3,-4,0,-3,-1,4,1,0.8
COc1ccc(N(C)S(=O)(=O)c2cccc(C(=O)Nc3ccc(-n4cnnn4)cc3)c2)cc1,-11,-3,-11,0,-6,-7,-6,3,-2.6
CCCNC(=S)N1CCC(C(=O)c2ccc(OC)cc2)CC1,7,0,1,0,2,-4,-1,-5,-3.6
CCC(CC)c1nnc(NC(=O)c2cc(C(=O)OC)cc([N+](=O)[O-])c2)s1,13,9,-20,5,2,9,7,-3,0.5
N#C/C(=C\c1ccccc1)C(=O)NC1CC1,-2,5,5,-3,1,0,0,0,1.5
CC(=O)Nc1ccc(S(=O)(=O)N2CCC(c3nc4c(nnn4Cc4ccccc4Cl)c(=O)[nH]3)CC2)cc1,-1,-2,-7,4,-3,7,-3,0,-0.8
CCOc1ccc(N(CC(=O)NC(C(C)C)C(C)C)S(=O)(=O)c2ccc(OC)c(OC)c2)cc1,0,-2,1,1,-5,1,3,-2,-0.3
CCCCOc1ccc(N2C(=O)CC(NCCc3ccc(S(N)(=O)=O)cc3)C2=O)cc1 (configuration not stated),6,5,2,8,1,-4,2,0,-0.5
Cc1onc(-c2ccccc2Cl)c1C(=O)NCc1cccs1,1,3,-1,4,2,-6,8,-5,-2.0
CC(C)NC(=O)C1CCN(C2CCN(Cc3cn[nH]c3-c3ccccc3)CC2)CC1,5,6,10,-1,-4,2,2,0,3.7
Nc1nc(-c2ccc(-c3ccccc3)cc2)cs1,3,5,9,1,-4,-2,8,3,0.1
CCOc1ccc(N2C(=O)C3Sc4[nH]c(=O)sc4C(c4ccc(OC)c(OC)c4)C3C2=O)cc1 (configuration not stated),8,7,2,5,2,2,-1,-1,-2.7
COC(=O)C1=C(C)N(C)C(=O)/C1=C\c1ccco1,2,6,-12,7,-5,4,-2,-1,1.6
CN1CCC(N(C)S(=O)(=O)c2ccc(NC(=O)COc3ccc(F)cc3)cc2)CC1,-19,-13,4,4,1,1,0,1,1.3
O=S(=O)(Cc1ccc(Cl)cc1)Nc1ccc2c(c1)OCO2,9,7,3,5,-6,-1,6,-1,-0.2
CCOc1ccc(C(=O)Nc2ccc(C(F)(F)F)n(C)c2=O)cc1,-1,1,0,4,-2,-3,3,-4,-0.7
O=[N+]([O-])c1ccc([C@H](O)[C@H](CO)N=Cc2ccccc2O)cc1,-4,2,-1,-7,0,5,4,-6,1.4
Cc1ccccc1Cn1c(=O)n(CCCC(=O)NCc2ccco2)c(=O)c2ccccc21,4,3,-4,-9,1,4,2,1,-1.2
N#C/C(=C/c1ccc(C(=O)O)cc1)C(=O)NCc1ccccc1,-3,0,-5,8,2,8,-2,0,2.1
COc1cc(NC(=O)c2ccccc2)c(OC)cc1NC(=O)CSc1[nH]c(=O)cc(C)c1C#N,9,4,3,7,-2,8,3,-2,-1.2
CC(C)CNC(=O)c1cc2nc3c(c(C(F)(F)F)n2n1)CCc1ccccc1-3,9,5,2,2,4,-1,2,-8,0.8
COc1ccc(-c2cc(C(=O)Nc3ccc(S(=O)(=O)Nc4onc(C)c4C)cc3)c3ccccc3n2)cc1OC,2,0,-15,-6,5,-6,2,-1,.
COc1ccc2oc(C(=O)N(Cc3ccco3)Cc3cccs3)c(C)c2c1,0,-3,0,3,-2,-1,-6,1,2.6
O=C(NN1C(=O)C2C3CCC(O3)C2C1=O)c1ccc(Cl)cc1 (configuration not stated),10,5,-1,-7,2,1,-1,0,2.0
CC(OC(=O)c1cc(S(=O)(=O)N2CCOCC2)ccc1F)C(=O)NCc1ccc2c(c1)OCO2 (configuration not stated),-8,-2,-1,8,-5,5,1,-1,0.9
Cc1cccn2cc(-c3cccc(S(=O)(=O)N4CCCCC4)c3)nc12,1,6,-5,2,3,5,-2,1,-0.6
O=c1c(Cc2ccc(Cl)cc2)c(O)ccn1Cc1ccncc1,1,0,-9,1,-2,-6,-4,2,0.4
CCN(CC)c1ccc(CC(=O)NC(C)Cc2ccccc2)cc1 (configuration not stated),3,4,12,6,0,4,-7,-6,0.6
Cc1cc2c(cc1S(=O)(=O)N1CCN(c3ccc(Cl)cc3)CC1)OCCN2C,8,0,6,2,6,-1,1,-3,1.4
Cc1c(C(=O)OCC(=O)N2CCCC2)cccc1[N+](=O)[O-],8,4,8,1,-3,-5,2,-5,-0.5
Cc1nc(Cc2ccc(OC(C)C)cc2)[nH]c(=O)c1CC(=O)O,-6,-1,-1,8,1,-6,-2,3,0.5
Cc1nc(C(F)(F)F)c(C(=O)N/N=C(\N)c2cccnc2)s1,5,10,6,0,4,0,4,-4,-0.3
Cc1ccccc1-n1cc(CNC(=O)CCc2nnc(CCc3ccccc3)o2)cn1,0,3,-2,-2,-3,-3,-5,0,1.0
CCC(CC)NC(=O)C1CCN(S(=O)(=O)c2cccs2)CC1,-5,4,-1,4,2,-6,-2,1,1.9
CCOc1ccccc1CN1CCN(Cc2ccc(C)o2)CC1CCO (configuration not stated),7,3,-4,2,1,6,0,-2,1.9
CCc1nc(SCc2ccc(C(=O)OC)o2)c2c(=O)n(C)c(=O)n(C)c2n1,-2,3,-4,5,-10,-3,3,-2,-1.2
CN1CCN(CC(=O)N2N=C(c3cccs3)CC2c2ccco2)CC1 (configuration not stated),0,8,0,0,-5,2,-4,-4,0.8
CC(NC(=O)C1CC2CCCC(C1)C2=O)c1ccccc1 (configuration not stated),6,-4,0,6,-2,0,-2,-4,1.4
C/C(Cl)=C\Cn1c(O)c(N=NC(N)=S)c2cc(Br)ccc21,8,6,31,1,-3,11,2,0,-1.7
COc1cccc(C(C)NC(=O)C2CCCC2)c1 (configuration not stated),-8,3,3,-2,-1,-12,-1,4,0.5
Cc1ccc(Nc2nc(NCC3CCCO3)nc(N)c2[N+](=O)[O-])cc1C (configuration not stated),5,7,-3,8,2,4,-9,-1,0.2
CCN(CC)C(=O)c1sc(N2C(=O)Nc3ccccc3N2O)c(C(=O)OC)c1C,8,-1,5,1,3,2,-4,-2,-0.9
CCc1ccccc1NC(=S)N1N=CCC1c1ccccc1 (configuration not stated),2,-1,-1,9,-4,2,4,-7,-0.9
Cc1cc(C)n2c(SCc3ccccc3Cl)nnc2n1,6,5,-1,-3,-4,3,-3,1,1.3
COCC(=O)OCC(=O)c1cc(C)n(-c2ccc(Br)cc2)c1C,2,3,-2,-3,1,-7,1,6,-3.7
C=CCSc1ncccc1C(=O)NCc1ccc(C)cc1,-4,3,-5,6,3,-2,2,-4,1.5
O=C(NCC1(N2CCCCC2)CCCCC1)c1cccc(NS(=O)(=O)c2ccccc2)c1,-3,0,0,1,3,2,-3,0,-1.0
Cc1occc1-c1nnc(SCC(=O)NCCc2ccccc2)n1Cc1ccccc1,-4,2,0,4,4,3,3,6,6.3
O=C(NCc1ccc(Cl)cc1)c1cc2ccccn2n1,-8,4,0,8,4,4,2,-3,1.2
COc1cc(CN2CCNC(=O)C2CC(=O)N2CCc3ccccc3C2)cc(OC)c1 (configuration not stated),21,21,2,18,1,-4,1,-5,-1.3
O=C(NCC1CC1)c1ccc(Oc2cc(Cl)cc(Cl)c2)o1,-3,-1,0,-2,-2,-1,5,2,0.7
OCCC1CN(Cc2ccc3c(c2)CCO3)CCN1Cc1ccc(F)cc1 (configuration not stated),8,6,2,3,2,-1,1,0,2.1
Cc1ccc(S(=O)(=O)N2CCCCC2)cc1NC(=O)CNc1ccc(C(F)(F)F)cc1,-11,-5,2,4,-1,5,-6,-1,-0.9
Cc1ccccc1Cn1ccc(NC(=O)c2nc3ncccn3n2)n1,5,6,5,5,-1,2,-1,-3,-0.1
CS(=O)(=O)N1CCC(C(=O)NCCc2ccccc2)CC1,11,6,9,-1,-2,-4,2,-2,0.2

# Next part.
Compound,MCL1 BIM primary,Bcl-xL primary,GSTO1 counter,GLD-1 RNA inh,PAD4 FP inh,PME-1 primary,Fam108B inh,TPT1 inh,MEX-5 binding
Cc1ccc(S(=O)(=O)N2CCCC2CNC(=O)C(=O)NCc2ccccn2)cc1 (configuration not stated),6,3,12,3,-2,0,1,1,2.8
CCOC(=O)N1CCN(c2c(NCc3ccc(Cl)cc3)c(=O)c2=O)CC1,8,7,4,-2,-1,-4,-3,-2,-3.5
CCC(=O)Nc1ccc(S(=O)(=O)NCc2ccco2)cc1,4,2,-3,1,-5,0,3,-5,-1.2
CCCCc1c(C)nc2ccc(OC)cc2c1SCCC(=O)O,14,10,-40,6,3,-2,5,-3,1.2
CCOc1ccc(Br)cc1C(=O)N/N=C/c1ccc([N+](=O)[O-])cc1,3,7,2,2,2,5,2,1,1.6
Cc1cccc(N(C(=O)c2csnn2)C(C(=O)NC2CCCCC2)c2ccccn2)c1C (configuration not stated),1,-1,21,4,6,-3,-4,6,0.9
CCCC(=O)Nc1ccc(Cl)c(-c2nc3ncccc3o2)c1,3,5,-5,-2,0,-7,-1,0,0.0
O=C(OCc1ccc([N+](=O)[O-])cc1)c1cc2ccccc2oc1=O,-1,1,1,4,2,-7,-1,-2,3.5
CCOc1ccccc1Oc1cn[nH]c1-c1ccc(OC)cc1O,-3,-1,-3,4,2,9,5,2,-2.8
CC1CCCN(S(=O)(=O)c2ccc(S(=O)(=O)N3CCCC3)cc2)C1 (configuration not stated),1,6,-14,-6,-2,0,-7,3,-1.7
CCC(=O)Nc1cccc(-c2cn3cccc(C)c3n2)c1,1,2,-9,5,-2,-4,-2,3,-0.7
CCc1ccc(NC(=O)COn2nnc3ccc(S(=O)(=O)N(C)C)cc32)cc1,-4,-3,26,0,-2,3,-4,-2,-1.2
Cn1c(N)c(N=O)c(=O)n(C)c1=O,5,4,-4,-2,-4,-3,1,3,-1.8
N#Cc1cnn(-c2ccc(F)cc2)c1N,11,13,-4,-8,-4,2,2,2,-2.7
CCOc1ccc(S(=O)(=O)N2CCN(S(=O)(=O)c3ccc(OCC)cc3)C(C)C2)cc1 (configuration not stated),3,1,-3,-3,-1,-3,0,0,-1.3
Cc1nn(CCN)c(C)c1Cl,1,2,-8,2,-6,0,2,0,0.1
CCCCn1nc(C(=O)NCc2ccccc2CN2CCCC2)c2ccccc2c1=O,3,2,.,0,-10,1,.,.,.
COC(=O)c1ccc(CNC(=O)Cn2nnnc2CN(C)C(C)C)cc1,6,4,4,138*,1,2,-2,2,-2.5
